S3 lipid droplet: qHTS Assay for Lipid Storage Modulators in Drosophila S3 Cells. lipid storage change, negative = inhibition, % at the top dose, mostly 46.1 µM; hits show Potency in µM. AID 2685. 320,000 tested, 0.64% active. Drosophila S3 cells, BODIPY lipid droplet fluorescence, 18-24 h; cells fed with added oleic acid; active = well fitted inhibition curve with a large enough effect in the signal ratio, with a control signal flat, not every such curve was filed as active; inconclusive = small, poorly fitted or top-dose-only effect, or effect the other way, or a change in a side signal; the % refers to the signal ratio
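Drosophila S3 cells loaded with oleic acid (400 uM, as added) and compounds at several concentrations; lipid droplets imaged by 488-nm laser-scanning cytometry, 500–530 nm intensity and object ratio to cell channel. Percent activity normalized to 20 uM Triacsin C.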
S3 lipid droplet cell count max: second read-out of S3 lipid droplet, no call of its own (marks repeat the call); cell number change, %; measured here: cell count max response;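 cells counted by Cell Tracker Red CMTPX staining in the red channel; peak over a dose series mostly up to 46.1 µM; percent activity relative to internal control wells on each plate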
An asterisk follows results filed as active; i = inactive; u = inconclusive; x = no result given; [ ] = remark or other dose. % is set by controls: 0 for no effect and ±100 for the full control effect; potency is the fitted concentration of half-maximal effect. A portion of the library; rates above refer to the full screens.

SMILES	S3 lipid droplet	S3 lipid droplet cell count max
COc1ccccc1NC(=O)Cc1noc(CSc2cccc[n+]2[O-])n1	u	x
CCc1nnc(NC(=O)Cc2cc(OC)c(OC)c(OC)c2)s1	u	x
COc1cccc(C2CC(C(F)(F)F)n3nc(C(=O)NCc4cccnc4)cc3N2)c1 (stereo unspecified)	u	x
O=C(OCC#CCSc1nnc(-c2cccc3ccccc23)o1)c1ccco1	u	-12
CC(=O)n1cc([C@@H]2C=C(C(=O)N3CCOCC3)O[C@H](OCc3ccc(CO)cc3)C2)c2ccccc21	0%	6
CCn1c(SCC(=O)N2CCCC(C)C2)nnc1-c1ccc(S(=O)(=O)N2CCN(C)CC2)cc1 (stereo unspecified)	u	x
CN(CC(=O)Nc1ccc(OC(F)(F)F)cc1)C(=O)Cc1ccc2c(c1)CCC2	16%	-14
O=C(Nc1ccccc1N1CCOCC1)C1=NN(c2ccccc2)C(=O)CC1	u	x
Cc1ccc(-c2ccc(=O)n(Cc3ccc(F)cc3)n2)cc1	u	x
COc1cc(NC(=O)COC(=O)Cc2ccc(-c3ccccc3)cc2)cc(OC)c1	u	x
COC(=O)c1ccc(C2c3c(n[nH]c3C)C(=O)N2c2ccc(C)cc2)cc1 (stereo unspecified)	6%[9.22 µM]	10
Cc1c(C(=O)O)sc2nc(C)n(C)c(=O)c12	8%	-13
Fc1ccc2c(c1)C(c1cccnc1)=NNC(c1cccs1)=N2	u	x
O=C(Nc1ncc(Cc2ccccc2Cl)s1)c1ccc(-c2cccc([N+](=O)[O-])c2)o1	2%	-15
CCOC(=O)C1(C(F)(F)F)N=C(C(F)(F)F)Nc2cc(C)c(C)cc21 (stereo unspecified)	3%	12
C=CCNC(=O)/C(=C/c1cccc([N+](=O)[O-])c1)NC(=O)c1ccccc1	14%	10
CN(C)C(CNC(=O)Nc1cccc(Cl)c1)c1cccnc1 (stereo unspecified)	u	x
COc1ccc(-c2noc(C3CCCN(C(=O)c4cccc(C)c4)C3)n2)cc1 (stereo unspecified)	u	x
CN(C)C(=S)Nc1cccc(C(F)(F)F)c1	0%	19
COc1cc(OC)c(C2=NOC(C(=O)Nc3c(C)nn(CC(=O)N4CCCC4)c3C)C2)cc1Cl (stereo unspecified)	u	x
COc1cccc(C2(O)CCN(C(=O)C(C)C)CC2)c1	-4%	0
CCC(=O)C1CCCN(C(=O)CCc2nnc(C3(c4ccc(Cl)cc4)CCC3)o2)C1 (stereo unspecified)	i	-6
Cc1cc(O)c(C(=O)c2ccccc2C(=O)O)cc1C	u	x
CCC(=O)OCC(=O)Nc1ccc(OC)cc1[N+](=O)[O-]	5%	0
Cc1cccc(Nc2nc(C)cc(C)c2C#N)c1	u	x
c1ccc(-c2ccccc2OCCOCCN2CCc3ccccc3C2)cc1	u	x
CC(C)CN1C(=O)C(=O)N(CC(=O)N(C)CC(=O)Nc2ccc(F)cc2)C1=O	u	x
COc1ccc(-n2c(CNc3ccc(C)cc3)nnc2SCc2ccccc2)cc1	-22%	5
C1CCN(c2nc(N3CCCC3)nc(N3CCNCC3)n2)C1	2%	-1
CC(=O)c1cc(CN2C(=O)c3ccccc3C2=O)cs1	u	x
COc1ccccc1CNC(=O)c1cccc(S(=O)(=O)N2CCN(c3ccc(F)cc3)CC2)c1	u	x
CC(C)(C)c1csc(N/N=C/c2cccnc2)n1	-8%	-12
O=c1[nH]nc(CNc2ccc(Cl)cc2Cl)c2ccccc12	u	x
COc1ccccc1NC(=S)NCc1ccccc1	u	x
CC(=O)N1c2ccc(S(=O)(=O)NCCC(=O)Nc3cccc(Cl)c3)cc2CC1C (stereo unspecified)	u	x
c1cnn(-c2cc(N3CCOCC3)ncn2)c1	u	x
CCCCOc1ccc(C(=O)N(Cc2ccco2)C2CCS(=O)(=O)C2)cc1 (stereo unspecified)	u	x
CN(C)/C=C/C(=O)/C=C/c1cn(-c2ncc(C(F)(F)F)cc2Cl)c2ccccc12	i	x
CC(=O)/C=C/n1c(=S)oc2ccccc21	u	x
O=c1[nH]c(CN2CCN(c3ncccn3)CC2)nc2c(Br)cc(Br)cc12	16%	-4

One compound at a time (already shown).
Results for COc1ccccc1NC(=S)NCc1ccccc1 : S3 lipid droplet = u; S3 lipid droplet cell count max = x
Results for CCn1c(SCC(=O)N2CCCC(C)C2)nnc1-c1ccc(S(=O)(=O)N2CCN(C)CC2)cc1 (stereo unspecified) : S3 lipid droplet = u; S3 lipid droplet cell count max = x

Continuation:
SMILES	S3 lipid droplet	S3 lipid droplet cell count max
COCCNC(=O)Nc1ccc2nc(-c3ccco3)c(-c3ccco3)nc2c1	-26%	-14
C/C(=N\NC(=O)CSc1nc2ccccc2[nH]1)c1ccncc1	-5%	14
CC1CN(C(=O)C(C)N2C(=O)c3ccccc3C2=O)CC(C)O1 (stereo unspecified)	u	x
CCOc1cc2c(C#N)c(N3CCOCC3)nc(N)c2c(N)n1	u	x
CCCCCN(C(=O)CCC(=O)OC(C)C(=O)NCc1ccccc1)c1c(N)n(CCCC)c(=O)[nH]c1=O (stereo unspecified)	4%[0.0737 µM]	-30
O=S(=O)(c1cc(F)ccc1F)N1CCC2(CC1)OCCN2S(=O)(=O)c1cccs1	u	x
C/C(Cn1nnc2ccccc21)=N/OC(=O)c1c(F)cccc1F	3%	14
C/C(CC1CC(COCCC(C)C)OC1=O)=N\NC(N)=S (stereo unspecified)	12%	-1
Cc1ccc(S(=O)(=O)CC(=O)N2CC(C)OC(C)C2)cc1 (stereo unspecified)	u	x
O=[N+]([O-])c1ccc(NCCNS(=O)(=O)c2ccccc2)cc1	i	12
O=c1cc(-c2ccccc2)nc2nc(COc3ccccc3)[nH]n12	u	x
O=[N+]([O-])c1ccccc1-c1cc(-c2ccccc2O)n[nH]1	u	x
CCCC12CN3CC(C)(CN(C1)C3c1ccc3c(c1)OCO3)C2=O (stereo unspecified)	u	x
O=C(Nc1nnc(S(=O)(=O)N2CCOCC2)s1)c1ccccc1Br	0%	18
Cn1c(=O)c(C(=O)NNC(=O)c2ccccc2Cl)c(O)c2ccccc21	u	x
O=C(COC(=O)c1nc(Cl)ccc1Cl)c1ccc[nH]1	u	x
CC(=O)c1ccc(Nc2nc(-c3cccnc3)cs2)cc1	u	x
CC1CCN(C(=O)CCC(=O)Nc2nnc(C(F)(F)F)s2)CC1	i	2
COc1ccc(C(=O)NCc2nnc(SCC(=O)NCc3ccco3)o2)cc1OC	i	-24
CCNc1nc2nc3ccc(C)cn3c(=O)c2cc1C(=O)NCC1CCCO1 (stereo unspecified)	u	x
CCn1c(CSc2nc3ccccc3s2)nnc1SCC(=O)NCC(=O)OC	26µM*	-13*
COc1ccc(/C=C/C(=O)OCC(=O)Nc2cccc(C(C)=O)c2)cc1	u	x
COc1cccc(CN2CCCN(S(=O)(=O)c3ccc(Br)cc3)CC2)c1	u	x
Cn1nnnc1SCC(=O)Nc1nn(-c2ccccc2)nc1C(N)=O	i	x
CN(Cc1nc(-c2ccncc2)no1)S(=O)(=O)c1ccc(Br)cc1	u	x
CNCc1ccccc1OCc1ccccc1F	u	x
CCN(CC)S(=O)(=O)c1ccc(NN)nc1	u	x
C#CCn1c(O)c(N=NC(=O)CNC(=O)c2cccnc2)c2ccccc21	u	x
Cc1ccc(-n2ncc3c(=O)n(CC(=O)NCC4CCCO4)cnc32)cc1 (stereo unspecified)	u	x
CCN(CC)C(=O)Oc1ccc(OC(=O)N(CC)CC)cc1	u	x

The last five entries of the part before open the next one:
SMILES	S3 lipid droplet	S3 lipid droplet cell count max
CNCc1ccccc1OCc1ccccc1F	u	x
CCN(CC)S(=O)(=O)c1ccc(NN)nc1	u	x
C#CCn1c(O)c(N=NC(=O)CNC(=O)c2cccnc2)c2ccccc21	u	x
Cc1ccc(-n2ncc3c(=O)n(CC(=O)NCC4CCCO4)cnc32)cc1 (stereo unspecified)	u	x
CCN(CC)C(=O)Oc1ccc(OC(=O)N(CC)CC)cc1	u	x
O=C(Nc1ccc(F)cc1)NC1(C(=O)NCc2ccc3c(c2)OCO3)CCCCC1	-2%	1
CCCCn1nnc(N(C(=O)c2cccs2)C(=O)c2cccs2)n1	u	x
O=S1(=O)CCC(NC(=S)Nc2ccc3ccccc3c2)C1 (stereo unspecified)	9%	12
CN(C)c1ccc(-c2noc(C3CCN(S(=O)(=O)c4cccc(Cl)c4)CC3)n2)cc1	u	x
C/C(=N/NC(=O)c1sc(NS(=O)(=O)c2ccccc2)nc1C)c1ccc(F)cc1	13%	-7
Cc1csc(NC(=O)CSc2nnc(C)n2Cc2ccco2)n1	u	x
CC(=O)NNc1nc(-c2ccccc2)cs1	u	x
COc1ccc(C2C(C(=O)N3CCCCC3)CCC(=O)N2c2cc(OC)c(OC)c(OC)c2)cc1 (stereo unspecified)	6%	2
O=C(CN1C(=O)NC2(CCCC2)C1=O)Nc1cccc(Cl)c1	u	x
CCOC(=O)N/N=C(/c1ccccc1)C1CCCCC1	i	x
Cc1nn(CC(=O)N2CCN(Cc3ccccc3)CC2)c(=O)c2ccccc12	i	11
COc1cc2c(cc1OC)CN(C(=S)Nc1ccccc1)CC2	u	x
NC(=O)c1ccsc1NC(=O)COC(=O)CCOc1ccccc1	u	x
Cc1onc(-c2c(Cl)cccc2Cl)c1C(=O)N/N=C(\N)COc1ccc(Cl)cc1	u	x
CCOc1ncccc1C(=O)Nc1ccccc1F	-1%	-2
CCCCN(C(=O)Cc1ccc2c(c1)OCCO2)c1c(N)n(CC(C)C)c(=O)[nH]c1=O	-18%[0.0737 µM]	-5
COc1cc(C2CC(c3cccnc3)=NN2c2ccc(F)cc2)cc(OC)c1OC (stereo unspecified)	u	x
NS(=O)(=O)c1ccc(NC(=O)COC(=O)COc2ccc(Br)cc2)cc1	3%	6
CCc1cc(-c2nc(N)ncc2-c2ccc(Br)cc2)c(O)cc1OC	u	x
CC(C)c1ccc(/C=N/NC(=O)c2ccccc2Cl)cc1	u	x

Brought forward from above: 2 entries; new compounds follow.
SMILES	S3 lipid droplet	S3 lipid droplet cell count max
CCc1cc(-c2nc(N)ncc2-c2ccc(Br)cc2)c(O)cc1OC	u	x
CC(C)c1ccc(/C=N/NC(=O)c2ccccc2Cl)cc1	u	x
COc1ccc(C(=O)O)cc1S(=O)(=O)NCc1cccnc1	u	x
CCOc1ncccc1C(=O)N1CCN(S(=O)(=O)c2ccc3c(c2)OCCO3)CC1	u	x
CC(=O)NS(=O)(=O)c1ccc(NC(=O)/C=C/c2ccccc2)cc1	u	x
COc1ccccc1NC(=O)CSC(N)=O	u	x
CCC(=O)Nc1ccccc1Nc1cc(C#N)c(C#N)cc1[N+](=O)[O-]	u	x
COC(=O)CCCCCCCCC(O)C[N+]1(C)CCOCC1 (stereo unspecified)	u	x
CCCCn1c(=O)c2c(nc3n2CCCN3Cc2ccccc2)n(C)c1=O	i	-26
O=C(Nc1ccccc1N1CCN(c2ccc(F)cc2)CC1)C12CC3CC(CC(C3)C1)C2	9%	0
Cc1ccc(S(=O)(=O)NC(C)C(=O)Nc2ccccc2C(=O)N2CCCC2)cc1 (stereo unspecified)	1%	x
COc1ccc(N(CC(=O)NCCSC2CCCCC2)S(=O)(=O)c2ccccc2)c(OC)c1	u	x

Reprinted at random: 2 compounds from above
SMILES	S3 lipid droplet	S3 lipid droplet cell count max
CCOc1ncccc1C(=O)N1CCN(S(=O)(=O)c2ccc3c(c2)OCCO3)CC1	u	x
CC(=O)NS(=O)(=O)c1ccc(NC(=O)/C=C/c2ccccc2)cc1	u	x

Remaining list, next part
SMILES	S3 lipid droplet	S3 lipid droplet cell count max
CCN(CC)S(=O)(=O)c1cccc(NC(=O)Nc2cccc(C(F)(F)F)c2)c1	u	x
CC(C)CC(=O)NNC(=O)C(C)C	u	x
COc1ccc(Cn2c(C3CC3)nc3ccc(NC(C)=O)cc3c2=O)cc1	u	x
CCN(CC)S(=O)(=O)c1cccc(C(=O)Nc2nnc(C)s2)c1	2%	-3
CC(=O)CCC(=O)NC1CCCc2c1cnn2-c1ccc(C(C)(C)C)cc1 (stereo unspecified)	10µM*	-14*
COC(=O)c1c(NC(=O)c2cccnc2)sc(C(=O)N(C)C)c1C	18%	3
CC1(C)CC(=O)c2cnc(NC(=O)CSC(=S)N3CCCCC3)nc2C1	u	x
CCOC(=O)C(=CNc1nc(-c2ccccc2)c(C(=O)Nc2ccc(-c3ccccc3)cc2)s1)C(=O)OCC	u	x
Cc1ccc(C(=O)N[C@H](C(=O)OCC(=O)NC2CCS(=O)(=O)C2)C(C)C)cc1 (stereo partly specified)	12%	12
CC1CCN(S(=O)(=O)c2ccc3[nH]c(=O)cc(C(=O)O)c3c2)CC1	u	x
COc1cccc(C2Cc3ccccc3C(=O)O2)c1 (stereo unspecified)	-15%	15
COCCN1CCN(C(=O)C2CCC(=O)N(Cc3ccccc3OC)C2)CC1 (stereo unspecified)	22%	15
O=C(O)/C=C/C(=O)Nc1ccccc1SC(F)(F)C(F)(F)C(F)(F)F	u	x
Cc1csc(NC(=O)CSc2nnc(-c3cc(C)on3)o2)n1	u	x
O=C(CCn1nc(-c2ccccc2)c2ccccc2c1=O)NN1CCOCC1	-13%	-4
COc1ccc(OCCn2ccnc2)cc1	i	-3
O=C(CCCN1C(=O)CCC1=O)Nc1ccc(Cl)c(C(F)(F)F)c1	i	x
CC(C)Oc1cccc(C(=O)C2CCCN(C(=O)c3ccsc3)C2)c1 (stereo unspecified)	18µM*	-19*
CCOc1cc(NC(=O)CCl)c(OCC)cc1NC(C)=O	u	x
COc1ccccc1NC(=O)Nc1nc(CC(=O)N2CCN(c3ccccc3F)CC2)cs1	u	x

Compound activity deposited in PubChem BioAssay by National Center for Advancing Translational Sciences (NCATS).
